MITF inh – human MITF inhibition, primary screen. AlphaScreen MITF homodimerization, bead proximity signal. inhibition, % at 2.6 µM. 650,000 tested, 0.91% active. AID 1259374; in the data active means inhibition above about 50%;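 further: 0% = vehicle wells with protein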
FBW7 act – activators of human E3 ligase FBW7; Q969H0; AlphaScreen FBW7–phospho-cyclin E peptide binding, activator screen; normalized activity (activation), % at 26.1 µM; 650,000 tested, 0.13% active; in the data active means normalized activity above about 1.9%;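 further: purified mutant Fbw7 with reduced substrate affinity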
Target sequence (Q969H0 whole entry, looked up): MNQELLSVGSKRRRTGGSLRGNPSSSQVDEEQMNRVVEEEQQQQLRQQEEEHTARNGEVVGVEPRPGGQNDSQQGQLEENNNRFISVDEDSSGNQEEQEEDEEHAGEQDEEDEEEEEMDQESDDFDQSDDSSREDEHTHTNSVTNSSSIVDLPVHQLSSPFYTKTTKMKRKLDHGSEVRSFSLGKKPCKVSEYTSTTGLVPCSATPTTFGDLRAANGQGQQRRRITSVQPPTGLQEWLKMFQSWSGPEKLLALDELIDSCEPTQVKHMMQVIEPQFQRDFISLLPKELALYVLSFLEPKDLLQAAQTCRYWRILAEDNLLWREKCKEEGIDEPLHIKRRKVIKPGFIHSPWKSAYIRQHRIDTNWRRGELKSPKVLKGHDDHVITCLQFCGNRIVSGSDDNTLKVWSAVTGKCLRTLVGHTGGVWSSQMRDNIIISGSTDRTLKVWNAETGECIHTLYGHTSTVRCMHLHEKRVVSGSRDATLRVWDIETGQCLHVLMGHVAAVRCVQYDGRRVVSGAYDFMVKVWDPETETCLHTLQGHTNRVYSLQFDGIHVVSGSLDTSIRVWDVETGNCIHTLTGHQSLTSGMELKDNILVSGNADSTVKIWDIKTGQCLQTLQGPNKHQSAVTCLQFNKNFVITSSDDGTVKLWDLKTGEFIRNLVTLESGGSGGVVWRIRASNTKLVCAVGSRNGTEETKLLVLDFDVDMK
TEAD-YAP block – TEAD-YAP interaction inhibition. HEK-TIYL cells, TEAD-Gal4/YAP UAS-luciferase luminescence. inhibition, % at 9.12 µM. 640,000 tested, 1.4% active. AID 1259422; in the data active means inhibition above about 32%;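 further: 0% = median of test compound wells and 100% = reference inhibitor wells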
GPR151 ag – human GPR151 activation; AID 1508602; PathHunter beta-arrestin GPR151 cells, luminescence; 650,000 tested, 1% active; activation, % at 11.2 µM; in the data active means activation above about 4.9%;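 further: 0% = median of compound wells and 100% = cells with positive control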
Target sequence (Q8TDV0 whole entry, looked up): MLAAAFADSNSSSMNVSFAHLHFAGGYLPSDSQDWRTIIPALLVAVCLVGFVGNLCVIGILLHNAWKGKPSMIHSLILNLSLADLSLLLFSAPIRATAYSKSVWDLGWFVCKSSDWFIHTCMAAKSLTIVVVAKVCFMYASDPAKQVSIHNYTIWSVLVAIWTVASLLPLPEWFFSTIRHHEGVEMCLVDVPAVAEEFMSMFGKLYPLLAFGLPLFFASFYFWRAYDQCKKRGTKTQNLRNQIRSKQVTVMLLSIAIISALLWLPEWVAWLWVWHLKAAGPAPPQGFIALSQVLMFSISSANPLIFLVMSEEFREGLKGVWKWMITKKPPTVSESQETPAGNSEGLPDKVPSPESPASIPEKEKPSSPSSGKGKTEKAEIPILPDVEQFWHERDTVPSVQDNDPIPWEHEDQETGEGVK
Active calls of the source: *; nt = no result given.

Key to letters – A = MITF inh; B = FBW7 act; C = TEAD-YAP block; D = GPR151 ag
CCn1c2ccc(C(C)=O)cc2c2cc(C(C)=O)ccc21
  A: 11; B: 0.0; C: -1; D: -0.3

CCN(CC)S(=O)(=O)c1ccc(-c2cn3cc(C)ccc3n2)cc1
  A: 7; B: 0.0; C: 12; D: 0.7

CCOC(=O)CN1C(=O)C2(OCCCO2)c2cc(Br)ccc21
  A: 5; B: 0.1; C: -6; D: 0.6

Nc1cccc(-c2nc(NCCCN3CCCC3=O)c3[nH]cnc3n2)c1
  A: -7; B: 0.1; C: -6; D: 1.1

Cc1occc1C(=O)N1CCN(C(c2ccccc2)c2ccccc2)CC1
  A: 18; B: 0.1; C: 2; D: -1.0

COc1cc(C)nc(N2CCC(C(=O)O)CC2)n1
  A: 45; B: -0.2; C: 5; D: 0.2

O=C(CC[C@H]1CN(Cc2ccccc2)CC[C@H]1N1CCCC1)Nc1cccc(F)c1
  A: 3; B: 0.1; C: 6; D: -1.1

CC1(C)C(c2ccccc2)=[N+]([O-])C(c2ccc([N+](=O)[O-])cc2)N1O (configuration not stated)
  A: 11; B: 0.2; C: 7; D: 1.0

C=CCN1C(=O)/C(=C/c2cc(C)n(CCOC)c2C)C(=O)NC1=S
  A: 14; B: -0.1; C: 0; D: -0.8

CCCCCn1c(SCC#N)nc2cc(C(=O)NCc3ccccc3Cl)ccc2c1=O
  A: 5; B: -0.2; C: -3; D: 1.2

COC(=O)c1nnn(CC(=O)Nc2cccc(C)c2C)c1C(=O)OC
  A: 10; B: 0.2; C: 3; D: -0.7

CC#CC(=O)N1CCCC(C(=O)Nc2cccc(-c3ccc(F)cc3)c2)C1 (configuration not stated)
  A: 1; B: 0.2; C: 5; D: 0.0

COc1ccc(N2CCN(Cc3ccccc3OC(F)F)C2=O)cc1
  A: -8; B: 0.0; C: -59; D: -1.5

CCCCCCCCN/C(=C/C(=O)OC)C(=O)O
  A: 28; B: 0.5; C: 6; D: 0.6

Cc1c(C(=O)N(C)C)sc2c1c(=O)n(-c1ccc(F)cc1)c(=O)n2CC(N)=O
  A: 9; B: 0.0; C: -4; D: -1.0

FC(F)(F)c1ccc(Cn2cnc3cc4ccccc4cc32)cc1
  A: -12; B: 0.1; C: -10; D: 0.5

COc1nn(C)cc1C(=O)N1CCC(C(=O)N2CCCC(C)C2)CC1 (configuration not stated)
  A: 21; B: 0.5; C: 10; D: -0.5

CCOC(=O)c1c(C)oc(NC(=O)c2ccc(S(=O)(=O)N(C)C)cc2)c1C#N
  A: -7; B: -0.1; C: -4; D: 0.4

COc1cc2nc(NCCCN3CCCC3=O)nc(NCCCN3CCCC3=O)c2cc1OC
  A: 3; B: -0.1; C: -38; D: -1.5

O=C(O)COc1ccc(/C=C2\COc3ccccc3C2=O)cc1
  A: 0; B: -0.1; C: 6; D: -0.3

COc1cc(NC(=O)CCC2CCCC2)c(OC)cc1Cl
  A: -1; B: 0.0; C: -1; D: 0.2

O=C(CCCn1c(SCC(=O)Nc2cccc(C(F)(F)F)c2)nc2ccccc2c1=O)NCc1ccco1
  A: -8; B: 0.0; C: -4; D: -0.3

NC(=O)C1CCN(C(=O)C2CC(c3c(F)cccc3Cl)=NO2)CC1 (configuration not stated)
  A: 6; B: 0.3; C: -2; D: 1.2

CCOC(CCn1c(SCC(=O)NCc2ccccc2Cl)nc2ccccc2c1=O)OCC
  A: -3; B: -0.1; C: 9; D: -1.4

CSc1ccc(C2NC(=O)NC(C)=C2C(=O)c2ccccc2)cc1 (configuration not stated)
  A: -8; B: 0.0; C: 1; D: 1.2

Filtered by structure, the entries above with a cyano group.
Key to letters – A = MITF inh; B = FBW7 act; C = TEAD-YAP block; D = GPR151 ag
CCCCCn1c(SCC#N)nc2cc(C(=O)NCc3ccccc3Cl)ccc2c1=O
  A: 5; B: -0.2; C: -3; D: 1.2

CCOC(=O)c1c(C)oc(NC(=O)c2ccc(S(=O)(=O)N(C)C)cc2)c1C#N
  A: -7; B: -0.1; C: -4; D: 0.4

The listing picks up, starting 2 compounds before the break.
Key to letters – A = MITF inh; B = FBW7 act; C = TEAD-YAP block; D = GPR151 ag
CCOC(CCn1c(SCC(=O)NCc2ccccc2Cl)nc2ccccc2c1=O)OCC
  A: -3; B: -0.1; C: 9; D: -1.4

CSc1ccc(C2NC(=O)NC(C)=C2C(=O)c2ccccc2)cc1 (configuration not stated)
  A: -8; B: 0.0; C: 1; D: 1.2

Cc1nc(N2CCCC2C(=O)NCc2ccc(Cl)s2)nc2ccccc12 (configuration not stated)
  A: 6; B: 0.2; C: -5; D: 1.8

Cc1ccccc1NC(=O)CNC(=O)c1ccc(Br)cc1
  A: 12; B: 1.0; C: 9; D: 0.1

CC(C)CNC(=O)C1CC(=O)c2sc(NC(=O)C3CCC3)nc2C1 (configuration not stated)
  A: -9; B: 0.3; C: -32; D: 1.4

COc1ccc(CN2C(=O)C3C(C(=O)Nc4ccc(C)c(Cl)c4)C4C=CC3(O4)C2C(=O)NC2CCCCC2)cc1 (configuration not stated)
  A: -12; B: 0.0; C: -4; D: -0.2

Cc1ccc(C)c(NC(=O)CN(c2cccc(C(F)(F)F)c2)S(=O)(=O)c2ccccc2)c1
  A: 3; B: -0.2; C: -2; D: 1.7

COc1cccc(OC)c1C(=O)N1CCN(C(=O)c2c(OC)cccc2OC)CC1
  A: 17; B: -0.5; C: -1; D: 0.9

Cc1cc(C)cc(NC(=O)C2C3C=CC4(O3)C2C(=O)N(C(C)c2ccccc2)C4C(=O)NC2CCCCC2)c1 (configuration not stated)
  A: -14; B: 0.0; C: -5; D: 1.2

CC(C)(C)c1ccc(C(=O)Nc2c3c(nn2-c2cccc(Cl)c2)CS(=O)C3)cc1 (configuration not stated)
  A: -9; B: -0.3; C: 5; D: -0.6

COc1cccc(CN2CCc3nnc(CCNC(=O)C(C)C)n3CC2)c1
  A: 16; B: 1.1; C: 10; D: -0.5

N#CC1=C(N)Oc2c(ccc3cccnc23)C1c1ccc(Br)cc1 (configuration not stated)
  A: 12; B: -1.0; C: 17; D: -1.1

CC(C(=O)N1CCCCC1)N1CCN(S(=O)(=O)c2ccccc2C(F)(F)F)CC1 (configuration not stated)
  A: 0; B: 0.1; C: -2; D: 0.0

COc1ccc(/C=C2\C=C(c3ccccc3)N(c3ccc(C(C)(C)C)cc3)C2=O)cc1Br
  A: 24; B: 1.6; C: -4; D: 0.3

O=[N+]([O-])c1ccc(OCCO)c(OCCO)c1
  A: -6; B: 0.1; C: 4; D: 1.1

Cn1c(=O)c2c(nc(OC/C=C\c3ccccc3)n2C)n(C)c1=O
  A: 14; B: -0.1; C: 9; D: -0.8

Cc1cccc(Nc2nc3c(c(=O)n(C)c(=O)n3C)n2CC(O)COc2ccccc2C)c1 (configuration not stated)
  A: 4; B: 1.1; C: -3; D: -0.5

Cc1ccc2c(C)c(C(=O)Nc3ccc(S(=O)(=O)N4CCOCC4)cc3)oc2c1
  A: -8; B: 0.4; C: -8; D: 3.4

C=CCN1C(=O)c2ccccc2C1C(=O)NCc1cccnc1 (configuration not stated)
  A: 8; B: 0.6; C: 6; D: -0.9

COc1cccc(C(=O)Nc2nnc(-c3ccccc3Cl)s2)c1OC
  A: 0; B: -0.1; C: -23; D: -0.6

O=C1CCCN1c1ccc(S(=O)(=O)Nc2noc3ccccc23)cc1
  A: -6; B: -0.1; C: -10; D: -0.9

CC1(Cc2ccc(F)cc2)C(=O)Nc2ccc(-c3cccnc3)cc21 (configuration not stated)
  A: 6; B: 0.2; C: 38*; D: -0.1

NC(=O)COC(=O)COc1c(I)cc(Cl)c2cccnc12
  A: 16; B: 0.2; C: -1; D: 0.0

Cc1ccc(C(=O)O)cc1Nc1nc2ccccc2n2cnnc12
  A: 9; B: -0.2; C: -5; D: 0.2

COC(=O)COc1ccc(/C=C(/C#N)C(=O)Nc2ccccc2)cc1OC
  A: 0; B: -0.3; C: -8; D: 0.8

CCOc1ccc(N(CC(=O)NC(C)(C)C)S(=O)(=O)c2ccc(SC)cc2)cc1
  A: 3; B: 0.0; C: 13; D: 22*

COc1ccccc1NC(=O)CSc1nc2ccccc2c(=O)n1C1CCCC1
  A: 16; B: 0.3; C: 3; D: -0.9

O=C(COc1ccc2c3c(c(=O)oc2c1)CCC3)N1CCCCC1
  A: 5; B: 0.1; C: -32; D: 1.1

COc1ccc(N2CCN(C(=S)Nc3cccc([N+](=O)[O-])c3)CC2)cc1
  A: 13; B: 0.0; C: -4; D: -0.3

O=C(Nc1nc2ccccc2s1)c1ccccc1Cl
  A: -18; B: 0.0; C: 81*; D: -9.5

COc1ccc(CN2CCN(Cc3ccc(C)cc3)CC2CCO)c(F)c1 (configuration not stated)
  A: 6; B: 0.1; C: 15; D: 1.2

O=S(=O)(NCc1ccc(F)cc1)c1cccc(S(=O)(=O)N2CCOCC2)c1
  A: 8; B: 0.1; C: 4; D: 1.4

CC(C)NC(=O)CCCCn1c(=O)[nH]c2ccsc2c1=O
  A: 4; B: -0.1; C: 6; D: 0.5

Cc1cccn2c(CNCCc3nc(-c4cccnc4)no3)c(C(=O)N3CCCCC3)nc12
  A: -4; B: 0.1; C: 6; D: 1.6

COc1ccc(NC(=O)CCCCCn2c(SCC(=O)NCCC3=CCCCC3)nc3ccsc3c2=O)cc1
  A: -19; B: 0.0; C: 9; D: 1.5

c1ccc(Cc2nc(N3CCN(c4ccccn4)CC3)c3c4c(sc3n2)CCCC4)cc1
  A: 15; B: 0.2; C: -13; D: 1.0

CCOc1ccc(S(=O)(=O)N(CC(=O)Nc2ccccc2F)c2ccccc2)cc1
  A: -12; B: -0.1; C: 5; D: 0.2

COc1cccc([C@@H]2Nc3ccc(C(=O)O)cc3[C@@H]3C=CC[C@@H]32)c1
  A: 48; B: -0.1; C: -5; D: -0.7

C=CCOc1cccc(/C=C2\C(=O)N(CCc3ccc(OC)c(OC)c3)C(C)=C2C(=O)OC)c1
  A: 61*; B: -0.1; C: -13; D: 0.1

CC(C)N(CCNC(=O)Cc1cn(-c2ccc(Nc3cccc(N(C)C)c3)nn2)c2ccccc12)C(C)C
  A: 19; B: -0.3; C: -3; D: 0.5

CCOC(=O)C1CCCN(c2cn[nH]c(=O)c2Cl)C1 (configuration not stated)
  A: 11; B: 0.2; C: 9; D: -1.4

COc1ccccc1C1CC(c2c(O)cc(C)oc2=O)=NCCS1 (configuration not stated)
  A: 2; B: -0.3; C: 31; D: 0.7

CCOC(=O)c1ccc(N=c2scc(C)n2CC)cc1
  A: 10; B: -0.5; C: -17; D: 1.0

O=C(c1cn2c(n1)sc1ccccc12)N1CCOCC1
  A: -3; B: 0.0; C: -2; D: -7.3

CCCOc1ccccc1C(=O)NCCC(=O)O
  A: 5; B: 0.0; C: -4; D: -0.8

Cc1ccc(-c2cc(C(F)(F)F)n3ncc(C(=O)Nc4cc(C)cc(C)c4)c3n2)cc1
  A: 7; B: 0.1; C: -7; D: 3.0

C/C(=N\Nc1ccc(S(N)(=O)=O)cc1[N+](=O)[O-])c1cc2ccccc2o1
  A: 20; B: 0.1; C: 6; D: 1.5

O=C(CCC1CCCC1)Nc1ccc(Cc2ccncc2)cc1
  A: 13; B: 0.9; C: -17; D: 0.5

Cc1ccc(N(CC(=O)NC(C)c2ccccc2)S(=O)(=O)c2cccs2)cc1 (configuration not stated)
  A: -4; B: 0.0; C: 0; D: 0.8

O=C(O)c1cc2c(s1)CS(=O)(=O)C2
  A: 26; B: -0.4; C: -12; D: 2.3

COc1ccc(NC(=O)N(CCO)Cc2cc3cc(C)ccc3[nH]c2=O)cc1
  A: 6; B: -0.1; C: 2; D: 0.4

CCCCN1CC(c2nc3ccccc3n2CCOc2ccc(C)cc2C)CC1=O (configuration not stated)
  A: 5; B: 0.0; C: 21; D: -0.2

The results go on.
Key to letters – A = MITF inh; B = FBW7 act; C = TEAD-YAP block; D = GPR151 ag
CC1CN(CC(=O)Nc2ccc(S(N)(=O)=O)cc2)CC(C)O1 (configuration not stated)
  A: -6; B: -0.1; C: 20; D: 0.4

O=C(COC(=O)c1ccc[nH]c1=O)Nc1ccc(I)cc1
  A: 16; B: 0.1; C: 1; D: -1.4

CC(CCc1ccc(O)cc1)NCCCOC(C)C (configuration not stated)
  A: 11; B: 0.3; C: -6; D: -0.5

O=C(c1ccc2c(c1)OCO2)c1cc2ccc(O)cc2oc1=O
  A: -11; B: -0.2; C: 5; D: -5.6

CCOC(=O)c1c(NC(=O)C(C)Oc2ccc(Cl)cc2C)sc(C(N)=O)c1C (configuration not stated)
  A: 5; B: -0.1; C: 1; D: 0.2

CCc1ccc(N(C(=O)c2csnn2)C(C(=O)NC(C)(C)CC)c2cccnc2)cc1 (configuration not stated)
  A: 28; B: 0.3; C: 0; D: -0.8

Cc1cc2nc(-c3ccc(=O)[nH]c3)n(C)c2cc1C
  A: 0; B: -0.1; C: -14; D: -1.2

Cc1cccc(-n2nc3c(c2NC(=O)c2ccc([N+](=O)[O-])cc2)CS(=O)(=O)C3)c1C
  A: -4; B: -0.2; C: -9; D: 1.7

O=c1[nH]c(N2CCCCC2)cc2ccccc12
  A: 10; B: -0.1; C: -17; D: 1.5

CN(Cc1n[nH]c2c1CCCCC2)Cc1c(C(=O)N(C)C)nc2ccc(Cl)cn12
  A: -2; B: 0.0; C: 12; D: 2.6

COc1ccc(O[C@H]2C=C[C@@H](c3ccccc3)O[C@@H]2COC(=O)CC/C(C)=N/OC[C@@H](O)COCc2ccco2)cc1
  A: 10; B: 0.8; C: nt; D: 1.7

Cc1cc([N+](=O)[O-])nn1CC(=O)N1CCCCCC1
  A: 8; B: 0.0; C: 8; D: -0.4

COc1cc(OC)c(OC)cc1/C=N/N(C)c1ccccc1
  A: 0; B: -0.2; C: 9; D: 2.7

O=C(C1CC(Cc2cccc(Cl)c2)=NO1)N1CCC(C(O)c2cccs2)CC1 (configuration not stated)
  A: 7; B: 0.1; C: 1; D: -0.6

NC(=O)c1ccc(SC(F)(F)F)cc1
  A: 1; B: -0.1; C: -3; D: 0.6

CCOC(=O)c1ccc(Nc2nc3ccccc3n3cnnc23)cc1
  A: 2; B: -0.1; C: 14; D: 2.6
